# All columns: NCI-60 one-dose screen, growth in % after 48 h at 10 µM unless noted; 100 = growth as untreated, 0 = no growth, -100 = all killed.
# K-562 – K-562 leukemia; actives 7.4% (n = 78,000)
# MOLT-4 – MOLT-4 leukemia cells; AID 1794779; actives 6.9% (n = 80,000)
# RPMI-8226 – RPMI-8226 leukemia cells; actives 7.5% (n = 77,000)
# MDA-MB-468 – MDA-MB-468 breast cancer | actives 8.5% (n = 78,000) | AID 2202374
# MDA-MB-231 – MDA-MB-231 breast cancer; AID 1794789; actives 5% (n = 81,000)
# MCF7 – MCF7 breast cancer. actives 6.3% (n = 82,000)
# CCRF-CEM – CCRF-CEM leukemia | actives 7% (n = 77,000)
# SR – SR leukemia cells. actives 8.7% (n = 73,000). AID 1794780
# * = called active by the depositor; / = no result given; & = joins results of further samples. How the source made its calls: active means growth percent below 10; inactive means the rest. Compounds as they come; any-hit rate near 14%.
SMILES,K-562,MOLT-4,RPMI-8226,MDA-MB-468,MDA-MB-231,MCF7,CCRF-CEM,SR
CS(=O)(=O)c1nccc(-c2c(-c3cccc(OCCc4ccccc4)c3)nc3sccn23)n1,95,85,97,20,94,69,91,86
BrCCCOc1ccc(Oc2ccc(OCCCBr)cc2)cc1,109,96,98,97,104,98,/,94
O=C(/N=C/C(Cl)(Cl)Cl)Nc1ccc(Cl)cc1,79,75,84,88,113,99,109,89
O=C(NCSC1=NCCS1)NCSC1=NCCS1,110,91,110,93,87,95,110,82
Cc1cn2c(/C=C3/C(=O)Nc4c3ccc3ccccc43)c(C(F)(F)F)nc2s1,8.8*,35,15,7.9*,38,15,16,8.5*
CCC(=O)N(C)C1(C#N)CCCCC1,92,102,106,98,106,98,99,104
CC(C)(C)C1OC1(C)CO (configuration not stated),85,87,103,104,110,100,96,80
CN(C)c1ccccc1C(=O)N/N=C/c1ccc(F)cc1,106,96,91,126,116,83,88,92
Oc1c(Cl)cc(Cl)cc1/C=N/NC(=S)Nc1cc(C(F)(F)F)cc(C(F)(F)F)c1,77,60,56,58,66,73,41,26
Nc1[nH]c(=S)ncc1Oc1ccc(Cl)cc1Cl,109,103,89,118,94,94,101,/
O=C(NNc1ccccc1)c1ccccc1,20&18,41&54,77&82,103&87,54&71,90&83,50&57,104
COc1cc2cc3c(nc2cc1OC)CCN3Cc1ccc(NC(=O)Nc2ccc(F)cc2F)cc1,62,59,66,46,89,81,72,62
CCOC(=O)C(CC/C=N/Nc1ccccc1)(NC(C)=O)C(=O)OCC,79,97,93,110,122,107,87,99
O=C1NC(=O)C(=Nc2c(O)[nH]c(=O)[nH]c2=O)C(=O)N1,104,105,/,126,103,104,/,113
CCCCCCCCCCCCCCCC1=NC(C)(C)CN1C(C)C,-50*,-60*,/,-59*,-62*,-28*,-56*,-50*
COc1ccc(/C=C/C(=O)c2ccc(NC(=O)CSc3nnc(-c4ccc5nc(-c6ccc(OC)c(OC)c6)[nH]c5c4)o3)cc2)cc1,78,66,85,123,96,75,61,69
Nc1[nH][nH]c2nc3c(cc12)nc1ccccc13,103,109,98,93,85,93,94,95
C[C@]12CCC(=O)C[C@@H]1CC[C@@H]1[C@@H]2CC[C@]2(C)OCCC[C@@H]12,90,94,73,100,101,100,/,88
C(=N\Nc1nnc2n1N=C(c1ccccc1)CS2)/c1ccsc1,95,100,96,102,98,82,100,102
Cc1cc2ccccc2oc1=O,89,100,84,107,120,98,76,115

# Among those listed so far, four have fluorine:
SMILES,K-562,MOLT-4,RPMI-8226,MDA-MB-468,MDA-MB-231,MCF7,CCRF-CEM,SR
Cc1cn2c(/C=C3/C(=O)Nc4c3ccc3ccccc43)c(C(F)(F)F)nc2s1,8.8*,35,15,7.9*,38,15,16,8.5*
CN(C)c1ccccc1C(=O)N/N=C/c1ccc(F)cc1,106,96,91,126,116,83,88,92
Oc1c(Cl)cc(Cl)cc1/C=N/NC(=S)Nc1cc(C(F)(F)F)cc(C(F)(F)F)c1,77,60,56,58,66,73,41,26
COc1cc2cc3c(nc2cc1OC)CCN3Cc1ccc(NC(=O)Nc2ccc(F)cc2F)cc1,62,59,66,46,89,81,72,62

# New compounds follow:
SMILES,K-562,MOLT-4,RPMI-8226,MDA-MB-468,MDA-MB-231,MCF7,CCRF-CEM,SR
CCOC(=O)c1cc(C(=O)OC)n2c1ccc1c3ccccc3ccc12,101,97,87,103,89,90,102,80
Clc1ccc(-c2nnc(Cn3cc(-c4ccccc4)nn3)o2)cc1,96,99,96,108,99,96,98,97
O=C(O)C1CC1c1ccc(Cl)cc1 (configuration not stated),96,92,105,112,/,108,97,85
O=[N+]([O-])c1cccc2cn[nH]c12,91,99,102,116,104,80,108,/
COc1cccc(/C=N/C(=S)NC2(C)C3CCC(C3)C2(C)C)c1O (configuration not stated),79,64,74,57,96,48,57,38
CC(=O)OC[C@H](O)[C@@]1(O)CC[C@H]2[C@@H]3CCC4=CC(=O)CC[C@]4(C)[C@H]3[C@@H](O)C[C@@]21C,89,89,90,112,/,112,89,100
CCC1(c2ccc(F)cc2)NC(=O)NC1=O (configuration not stated),103,95,97,103,107,92,99,108
O=C(O)c1ccc(S(=O)(=O)Nc2ccccc2)cc1,100,101,110,95,108,95,107,95
COc1cc(C(=O)N2CCN(c3ccccc3OC)CC2)c(N)cc1OCCCN1CCN(c2ccccc2OC)CC1,8.8*,54,56,/,80,96,4.3*,68
CC1(C)CC(=O)C2=C(C1)N(c1ccc(F)cc1F)C(N)=C(C#N)C2c1ccc(Br)cc1 (configuration not stated),104,102,100,102,106,97,99,98
CC1(C)CC[C@]2(C(=O)N3CCOCC3)CC[C@]3(C)C(=CC[C@@H]4[C@@]5(C)C/C(=C/c6ccncc6)C(=O)C(C)(C)[C@@H]5CC[C@]43C)[C@@H]2C1,7.0*,-17*,-33*,3.5*,34,8.4*,-6.3*,-31*
Nc1c(C(=O)c2ccc(Cl)cc2)oc2nc(-c3cnccn3)cc(-c3cccs3)c12,92,102,79,98,100,85,88,82
COC(=O)Cn1c(=O)c2cc(Cl)ccc2c2cnc3[nH]ccc3c21,76,87,78,/,63,61,83,79
Nc1[nH]c(=O)[nH]c(=O)c1N=Nc1ccc(S(=O)(=O)Nc2nccs2)cc1,92,93,97,105,111,95,94,87
N#CSCC(=O)c1ccc(Cl)cc1,44,65,46,/,34,11,52,70
O=C(Nc1ccc2c(ccn2C(=O)c2cccc(F)c2)c1)c1cnccn1,105,107,115,101,87,96,/,92
Cc1ccc2oc(=O)cc(C(CC(=O)O)c3c(C)[nH][nH]c3=O)c2c1 (configuration not stated),/,79,96,107,101,96,85,90
O=C(NCc1cccnc1)c1nc(-c2ccc(-n3cccc3)cc2)no1,50,61,51,47,82,87,73,62
O=C1C(Cl)C(c2ccc(Cl)cc2)N1n1cnnc1 (configuration not stated),92,88,106,114,100,98,63,/
CCOC(=O)c1cnc2c(-c3ccc(Br)cc3)cnn2c1,82,105,105,122,103,97,104,94
Cn1c(/C=C(\C#N)c2cccc(C(F)(F)F)c2)nc2c(N3CCOCC3)nc(Cl)nc21,-12*,-14*,-23*,-40*,-70*,-54*,4.9*,10
CCN(CC)C(=O)CC1=C(C)/C(=C/c2[nH]c(-c3ccc[nH]3)cc2OC)N=C1C,6.1*,12,14,30,-0.9*,19,26,-30*
CN(C)Cc1cc(CN(C)C)c(O)c(CN(C)C)c1,110,96,106,105,105,101,87,86
CN1CCN(CN2N=C3c4ccsc4CCCC3CC2=O)CC1 (configuration not stated),82,103,93,101,108,98,90,91
COc1cc(C2CC(c3ccc(SC)cc3)=NN2C(C)=O)cc(OC)c1OC (configuration not stated),31,43,/,/,85,42,53,34
CSc1nc(C(=O)O)c(C)c(=O)[nH]1,104,99,99,92,103,96,98,87
C/C(=C\c1ccccc1Cl)c1ccccn1,129,74,101,97,75,52,107,128
COC(=O)[C@@H]1CCCN1C(=O)C1=C(C)NC(=S)NC1c1cccc(O)c1 (some centres not stated),99,94,96,97,95,96,99,80
CC1(C)N=C(N)N=C(N)N1c1ccc(S(=O)(=O)Nc2ccccn2)cc1,100,103,104,99,99,97,106,102
CCN(CC)CCCC(C)Nc1ccnc2ccc(Cl)cc12 (configuration not stated),77,76,79,54,77,93,99,98
Cc1cc(C2CCCCC2)n(O)c(=O)c1,33,19,39,27,40,33,24,23
NC(=S)NN=C1CCCC1,66,66,73,14,95,22,43,88
CCCCCCC(C)CC1=C(O)c2ccccc2C(=O)C1=O (configuration not stated),31,27,38,1.4*,66,26,33,62
O=C(NCCc1ccccc1)c1cc2cccc([N+](=O)[O-])c2[nH]1,82,91,88,90,77,/,87,92
O=C1CCCN1c1cccc2cccnc12,96,102,102,99,99,93,107,101
Cc1cccc(C[C@H](NC(=O)Nc2ccc(C)cc2F)C(=O)N[C@@H]2C(=O)N3C[C@H](O)C[C@H]3C(=O)N3CCN(C)C[C@H]3C(=O)N[C@@H](C)C(=O)N3C[C@H](C)C[C@H]3C(=O)O[C@H]2C)c1,23,40,28,6.5*,19,27,63,35
COc1ccc(C2OC23Cc2ccccc2C3=O)cc1OC (configuration not stated),110,89,83,96,78,43,101,95
CCCCCCCCCC1(CC(=O)OCC)SCCN1C(N)=O (configuration not stated),111,116,103,83,83,104,111,112
CCCCC1CCc2cccc3c(SCC(=O)N(C)c4ccc(Oc5ccccc5)cc4)cc[n+]1c23 (configuration not stated),61,97,78,75,104,88,91,108
CCOC(=O)c1cc(C(=O)c2ccc(Cl)cc2)n2ccc(-c3cc[n+](CC(=O)c4ccc(OC)cc4)cc3)cc12,-53*,11,23,71,71,1.3*,-3.1*,-27*

# Profiles, looked up by structure. Values in the order: K-562	MOLT-4	RPMI-8226	MDA-MB-468	MDA-MB-231	MCF7	CCRF-CEM	SR
# `CC1(C)CC(=O)C2=C(C1)N(c1ccc(F)cc1F)C(N)=C(C#N)C2c1ccc(Br)cc1` (configuration not stated) in the list: 104	102	100	102	106	97	99	98
# `CSc1nc(C(=O)O)c(C)c(=O)[nH]1` in the list: 104	99	99	92	103	96	98	87
# `C(=N\Nc1nnc2n1N=C(c1ccccc1)CS2)/c1ccsc1` in the list: 95	100	96	102	98	82	100	102
# `CCCCCCC(C)CC1=C(O)c2ccccc2C(=O)C1=O` (configuration not stated) in the list: 31	27	38	1.4*	66	26	33	62
# `CC(C)(C)C1OC1(C)CO` (configuration not stated) in the list: 85	87	103	104	110	100	96	80

# Next part:
SMILES,K-562,MOLT-4,RPMI-8226,MDA-MB-468,MDA-MB-231,MCF7,CCRF-CEM,SR
C=CCCC(C)CC (configuration not stated),109,106,100,103,113,103,93,112
O=c1ccc(=O)n(-c2nc(-c3ccccc3)cs2)[nH]1,98,99,96,93,82,79,95,106
NS(=O)(=O)c1ccc(C(=O)N=Nc2c(O)n(Cc3ccc(F)cc3)c3ccccc23)cc1,95,98,86,94,92,94,109,100
Cn1ccnc1C(=O)/C=C/c1ccc(C(=O)Nc2ccc(F)cc2O)cc1,37,91,78,85,86,79,48,14
CC(=O)Oc1ccc(C(=O)O)cc1,115,97,94,117,106,95,91,103
O=C(Nc1cccc(Br)c1)N1c2ccccc2SC12CCCC2,107,93,71,95,64,82,82,86
CCOC(=O)c1ccc(NC(=O)NC2=NCCS2)cc1,59,20,14,30,52,33,7.2*,18
COc1ccc2c(c1)OC1=C(C(=O)OC1)C2c1cc(OC)c(OC)c(OC)c1 (configuration not stated),14,20,11,-5.9*,43,27,14,/
COc1ccc(-n2c(Cn3nc(C)cc3C)nnc2SCC(=O)Nc2ccc(S(N)(=O)=O)cc2)cc1,98,115,114,116,104,91,112,101
NC(N)=N/N=C/c1cccc(Br)c1,94,91,95,87,105,91,101,104
O=c1c2c(=NCCCN3CCCC3)cc3c(=O)n(CCCN4CCCC4)c(=O)c4c(NCCCN5CCCC5)cc(c(O)n1CCCN1CCCC1)c2c4-3,6.0*,16,/,-62*,-9.6*,0.2*,10,3.0*
N#Cc1c(Nc2ccccc2)n[nH]c1N,93,83,94,111,100,101,89,/
N#Cc1n[nH]n2c1nc(=O)c1sc3ccccc3c12,81,71,94,/,107,101,91,46
COc1ccc(Cl)cc1C/C=N\NC(=O)c1ccncc1,45,103,112,/,103,32,78,92
O=[N+]([O-])c1c(Cl)cccc1-c1c[nH]cc1Cl,91,82,78,87,84,97,87,74
Cc1oc2nc[nH]c(=O)c2c1C(=O)/C=C/c1ccc(Br)cc1,11,8.4*,-3.6*,-55*,16,9.4*,6.7*,/
CCCC(=O)Nc1ccc(OC)cc1,98,110,106,86,112,99,110,101
CC(C)NCCCCCCl,98,104,101,104,97,92,/,93
O=C(O)c1ccc(N2C(=O)c3cccc4cccc(c34)C2=O)cc1,100,104,97,105,93,92,89,112
COc1ccc(C=O)c(Br)c1O,54,49,90,287,98,110,72,27
CC1CCCCC1C(O)(C(=O)O)C1CCCCC1C (configuration not stated),80,87,94,97,110,100,101,85
COc1cc(OCc2cccc(-c3ccccc3)c2C)cc(OC)c1CN1CCCCC1C(=O)NCCOCCOCCN (configuration not stated),-20*,38,13,30,57,51,1.0*,-26*
Clc1ccc(Cc2nnc3sc(-c4csc5c4CCCC5)nn23)cc1,91,79,86,77,75,77,95,83
C/C(=N\Nc1ccccc1)c1ccc(NC2=CC(=O)c3ccccc3C2=O)cc1,19,63,64,36,62,30,63,59
CCOC(=O)c1ccc(N2C(=O)c3ccc(C(=O)OC)cc3C2=O)cc1,/,103,103,92,95,96,97,99
COc1cc(NC(N)=NCC(C)(C)COc2ccc(C(F)(F)F)cc2)cnc1C#N,35,16,46,20,57,33,56,50
O=C1c2cc(Br)ccc2-c2ccc(N3C(=O)c4ccccc4C3=O)cc21,114,111,102,97,104,92,102,108
CC(=O)OC[C@]12CC[C@@H](C(=O)CBr)[C@@H]1[C@H]1CC[C@@H]3[C@@]4(C)CC[C@H](OC(C)=O)C(C)(C)[C@@H]4CC[C@@]3(C)[C@]1(C)CC2,/,-5.0*,91,108,110,89,-17*,4.8*
NC(=O)C(=O)c1ccccc1,118,102,102,100,120,92,97,96
O=c1oc2ccccc2cc1-c1csc(N=Nc2c(O)[nH]c3ccc(F)cc23)n1,98,100,101,97,81,85,100,92
Cc1c(Cl)cccc1S(=O)(=O)Nc1ccc2c(c1)C(=O)N(C1CCC(=O)NC1=O)C2=O (configuration not stated),101,3.6*,85,27,47,88,25,97
Cc1ccc[n+](CCC[n+]2cccc(C)c2)c1,87,90,111,99,97,96,96,95

# Screens from PubChem.
